# Screening results as filed in PubChem.
# STAT3 activator – increases IL-6 driven STAT3 reporter signal. AID 871. U3A cells, IL-6 STAT3-luciferase reporter, luminescence; 100% = signal with IL-6 EC80 alone. activation (% of control), % at 5.6 µM. 0.91% of 190,000 active;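 active = activation above the screen-wide mean of compound activation plus 3 SD, cut at about 130% in these data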;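 note: 0% = background luminescence of wells with medium and substrate only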
#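 System – human U3A cells carrying STAT3-luciferase construct · Probe or stimulus – Interleukin-6, 33 ng/mL · Schedule – compound 1 h, then IL-6 6 h at 37 °C · Signal – luminescence from STAT3-driven luciferase reporter · Evaluation – percent of IL-6-only median luminescence · Benchmarks – IL-6-only high control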
# ROMK primary – modulators of human ROMK potassium channel; Tet-inducible ROMK, thallium flux fluorescence; actives lie on both sides; P48048; 2% of 130,000 active; AID 1918; B-score at 10 µM;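 active = signal ratio slope over the read window, or its plate-corrected B-score, at least 3 SD from the plate mean, either direction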;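 note: B-score of the F/F0 ratio slope over 7 to 12 s after thallium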
# Target sequence (P48048 whole entry, looked up): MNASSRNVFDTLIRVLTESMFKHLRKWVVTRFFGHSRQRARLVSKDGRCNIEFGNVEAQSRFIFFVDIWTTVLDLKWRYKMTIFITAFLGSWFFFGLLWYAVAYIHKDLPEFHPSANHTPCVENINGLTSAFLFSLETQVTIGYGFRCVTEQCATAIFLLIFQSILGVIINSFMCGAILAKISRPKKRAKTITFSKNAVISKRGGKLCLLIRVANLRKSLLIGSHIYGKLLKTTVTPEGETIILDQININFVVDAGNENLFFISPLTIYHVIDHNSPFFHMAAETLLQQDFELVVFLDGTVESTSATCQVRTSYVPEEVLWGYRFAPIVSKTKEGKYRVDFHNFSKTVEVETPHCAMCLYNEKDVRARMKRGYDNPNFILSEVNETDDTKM
# APP 5UTR inh – APP translation inhibition; 0.82% of 190,000 active; AID 1285; inhibition, % at 2 µM; SH-SY5Y APP 5'UTR-luciferase reporter, luminescence;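 active = inhibition above a set limit, derived from the sample mean plus 3 SD, cut at about 45% in these data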; note: values of inactives mirror those of a sister screen read the other way
# STAT1 inh – reduces IFN-gamma driven STAT1 reporter signal; 0.35% of 200,000 active; NIH 3T3 STAT1-luciferase reporter, luminescence; inhibition, % at 5.5 µM;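 active = inhibition above a set limit, the mean inhibition across all tested compounds plus 3 SD, cut at about 34% in these data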;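 note: 0% = IFN-gamma with DMSO and 100% = IFN-gamma with 300 µM nifuroxazide; values of inactives mirror those of a sister screen read the other way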
# STAT1 act – STAT1 signaling activation. NIH 3T3 STAT1-luciferase reporter, IFN-gamma, luminescence; 100% = IFN-gamma alone, no compound. activation (% of control), % at 5.5 µM. 2.6% of 200,000 active. AID 932;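 active = activation above the screen-wide mean activation plus 3 SD, cut at about 130% in these data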;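 note: raw ratio to IFN-gamma control signal so 100% means no change and 0% no light; values of inactives mirror those of a sister screen read the other way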
# STAT3 blocker – inhibitors of IL-6 induced STAT3 signaling; U3A cells, IL-6 STAT3-luciferase reporter, luminescence; host cell line lacks STAT1; inhibition, % at 5.5 µM; 0.89% of 190,000 active; AID 862;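 active = inhibition above the mean inhibition across all screened compounds plus 3 SD, cut at about 44% in these data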;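 note: 0% = DMSO only wells and 100% = 100 µM nifuroxazide control wells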
# FLuc act counter – firefly luciferase counter-screen for stimulation assays; activation factor at 10 µM; 200,000 tested, under 10 active; AID 1027; ATPlite luciferase biochemical, luminescence, 10 min; 0 = ATP-free wells, 1 = DMSO control;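 active = luciferase activation factor, scaled between plate controls, of at least 2 with compound at 10 µM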
# Target sequence (P08659 whole entry, looked up): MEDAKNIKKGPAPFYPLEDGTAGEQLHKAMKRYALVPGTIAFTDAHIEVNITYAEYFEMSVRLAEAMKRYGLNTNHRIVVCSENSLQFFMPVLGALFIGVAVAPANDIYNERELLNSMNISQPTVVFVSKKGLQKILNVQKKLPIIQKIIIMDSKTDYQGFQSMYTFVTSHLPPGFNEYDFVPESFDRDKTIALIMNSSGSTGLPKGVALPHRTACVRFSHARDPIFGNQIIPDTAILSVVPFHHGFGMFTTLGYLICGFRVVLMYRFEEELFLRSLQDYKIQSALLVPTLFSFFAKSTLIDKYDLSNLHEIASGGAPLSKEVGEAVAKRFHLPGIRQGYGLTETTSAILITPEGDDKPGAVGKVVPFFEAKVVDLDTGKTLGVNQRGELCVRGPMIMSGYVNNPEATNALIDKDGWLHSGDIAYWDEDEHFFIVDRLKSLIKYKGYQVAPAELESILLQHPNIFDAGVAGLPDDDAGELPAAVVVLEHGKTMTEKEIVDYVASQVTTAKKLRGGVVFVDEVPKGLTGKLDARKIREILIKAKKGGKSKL
#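 Material: Luciferase/luciferin reagent mix | Doses: Test compounds dosed from 2 mM stocks in 100% DMSO | Timing: 10 min incubation after luciferase reagent addition, room temperature | Measured by: Luminescence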
# APP 5'UTR act – APP 5'UTR luciferase reporter activation; SH-SY5Y APP 5'UTR luciferase reporter, luminescence; zero percent = DMSO vehicle wells; activation, % at 2 µM; 1% of 190,000 active; AID 1276;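 active = activation above a set limit, based on mean plus 3 SD of controls, cut at about 140% in these data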; note: values of inactives mirror those of a sister screen read the other way
# NF-kB neuron act – compounds increasing NF-kB expression in human neuronal cells | NF-kB reporter expression; hits give high values | fold change at 12.5 µM | 1.6% of 190,000 active; in the data active = fold change above about 3.3
# FLuc inh counter – Photinus pyralis luciferase inhibition counter-screen; 1.5% of 200,000 active; inhibition, % at 10 µM; P08659; ATPLite firefly luciferase biochemical luminescence, 10 min;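 active = inhibition above about 50% when tested at 10 µM, limit read from the data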
# Numbers without * were called inactive; . = no result given.
SMILES,STAT3 activator,ROMK primary,APP 5UTR inh,STAT1 inh,STAT1 act,STAT3 blocker,FLuc act counter,APP 5'UTR act,NF-kB neuron act,FLuc inh counter
O=C(COc1ccc(S(=O)(=O)N2CCCC2)cc1)Nc1ccc2c(c1)OCCO2,102,0.56,-15,-6,106,0,1,15,1.2,-4
Fc1ccc(NC(=S)Nc2cc(-c3ccccc3)[nH]n2)cc1Cl,115,0.27,-18,-1,98,-13,1,18,1.1,-5
OCCSc1nc(N2CCOCC2)nc(N2CCOCC2)n1,87,-0.12,10,-3,102,21,1.1,-10,1.6,-6
Cc1ccc(NC(=O)CN2C(=O)N/C(=C/c3ccco3)C2=O)cc1,95,.,-8,-2,102,10,1.1,8,1,-6
O=C(CC12CC3CC(CC(Br)(C3)C1)C2)OCCN1CCCCC1,105,-0.36,-22,1,99,0,1,22,0.92,-4
Cc1c(N=C2Nc3cccc4cccc2c34)c(=O)n(-c2ccccc2)n1C,94,.,3,-2,103,11,1,-3,1.2,0
Cc1ccc(C)c(N2CCN(C(=O)C3CCCN(S(=O)(=O)c4c(C)noc4C)C3)CC2)c1 (configuration not stated),99,.,-20,8,94,1,1.1,20,1.3,-10
COc1cnc(-c2ccccc2)nc1Sc1ccccc1,104,0.12,12,-7,105,-3,1,-12,1.1,-1
CCc1cc2c(=O)n(N)c(CCC(=O)O)nc2s1,97,.,0,-2,102,7,1,0,1.1,-4
Cc1cc(C(=O)N2CCC(C(F)(F)F)n3nccc32)on1 (configuration not stated),109,.,-5,-3,103,-5,1,5,0.93,-3

# 2 entries from above, field by field.
SMILES: Fc1ccc(NC(=S)Nc2cc(-c3ccccc3)[nH]n2)cc1Cl
  STAT3 activator: 115	ROMK primary: 0.27	APP 5UTR inh: -18	STAT1 inh: -1	STAT1 act: 98	STAT3 blocker: -13	FLuc act counter: 1	APP 5'UTR act: 18	NF-kB neuron act: 1.1	FLuc inh counter: -5

SMILES: OCCSc1nc(N2CCOCC2)nc(N2CCOCC2)n1
  STAT3 activator: 87	ROMK primary: -0.12	APP 5UTR inh: 10	STAT1 inh: -3	STAT1 act: 102	STAT3 blocker: 21	FLuc act counter: 1.1	APP 5'UTR act: -10	NF-kB neuron act: 1.6	FLuc inh counter: -6

# The list goes on.
SMILES,STAT3 activator,ROMK primary,APP 5UTR inh,STAT1 inh,STAT1 act,STAT3 blocker,FLuc act counter,APP 5'UTR act,NF-kB neuron act,FLuc inh counter
c1ccc2c(N3CCCCC3)nc(N3CCCC3)nc2c1,93,.,4,28,74,12,1,-4,0.76,-2
Cc1ccc(C(=O)Nc2nc3ccccc3n2CCN2CCCC2)cc1,157*,-0.51,-130,-45,141*,-61,0.7,130,3,33
Cc1cc(/C=C2\SC(=S)N(Cc3ccco3)C2=O)c(C)n1-c1cccnc1,117,.,-17,6,95,-21,0.9,17,0.95,6
COc1c2c(nc3ccccc13)OC(C(C)(O)COC(C)=O)C2 (configuration not stated),98,.,7,10,91,6,1,-7,0.98,0
N#C/C(=C\c1cn(-c2ccccc2)nc1-c1ccccc1)S(=O)(=O)c1ccccc1,105,.,-11,-8,107,-7,0.9,11,0.85,6
COCCn1c(=S)[nH]c2ccccc21,105,-0.084,18,0,99,-4,1,-18,1,-1
CC(=O)C1=C(C)NC(=O)NC1c1ccc(Cl)cc1 (configuration not stated),103,0.11,-2,-2,102,-1,1.1,2,1.1,-7
CC1(C)CC(=O)C=C(NCCCN2CCCC2=O)C1,96,.,-80,-1,101,7,.,80,.,.
O=c1oc2ccccc2c(O)c1CN1CCCCC1,99,.,-25,-5,106,8,1.1,25,1.1,-5
CSc1nsc(SCC(=O)N2CCN(c3ccccc3)CC2)n1,122,.,-24,6,94,-18,1,24,1,0
Cc1ccccc1CSc1nnc(C)c(=O)[nH]1,94,.,-12,-6,105,12,1,12,0.97,0
Cc1ccc(NC(=O)Cc2nnc(SCC(=O)c3ccc(Br)cc3)n2C)cc1,102,-0.72,15,-2,95,-3,1.1,-15,1.3,-6
Cc1ccc(N2C(=N)SCC2=O)cc1Cl,103,-0.83,13,0,100,-6,1,-13,0.93,-5
COc1ccc(-c2csc(C)n2)cc1Br,99,.,-15,-31,126,6,0.9,15,1.4,13
O=C(NC1CCCC1)c1cccnc1N1CCCCCC1,104,0.037,-2,-2,102,-2,1,2,0.98,-2
CSc1ccccc1NC(=O)CCc1ccccc1,92,-0.99,19,-17,114,15,1.1,-19,1.5,-8
CCSCc1nc2ccccn2c1Br,100,0.3,7,-10,107,10,1,-7,1.1,0
Cc1cc(C)c(S(=O)(=O)Nc2ccccc2-c2ccccc2)c(C)c1,104,.,1,8,93,-6,1,-1,1,-3
N#Cc1cc(C#N)c(N2CCN(c3ccccn3)CC2)nc1N,119,.,-68,-39,136*,-16,1,68,0.97,1
NS(=O)(=O)c1ccc(NC(=O)Nc2cccc(Cl)c2)cc1,107,.,-4,-3,101,-4,1,4,1.4,-2
O=C(Nc1nnc(-c2ccncc2)s1)Nc1ccccc1F,92,0.45,-23,-23,120,12,1,23,1.3,-4
CCc1nnc(NC(=O)c2ccc(-c3ccccc3Cl)o2)s1,87,0.28,1,1,99,20,1,-1,2,-1
Cc1ccccc1NC(=O)N1CCCC(c2nc(-c3ccc(F)cc3)no2)C1 (configuration not stated),88,-0.53,-14,-4,103,19,1.1,14,1.1,-6
Cc1cc(C)cc(Nc2c3c(nc4ncnn24)CCC3)c1,97,-0.4,6,5,94,8,1.1,-6,1.1,-7
CC(C)=CC(=O)OCC(=O)Nc1ccc(F)cc1Cl,96,.,-1,-2,101,9,1.1,1,1.2,-10
CCOCC(=O)Nc1nc2ccc(S(C)(=O)=O)cc2s1,91,.,8,-23,122,10,1,-8,1.4,0
O=C(NN1CCOCC1)c1cc(S(=O)(=O)Nc2cccc(C(F)(F)F)c2)ccc1Cl,106,.,-2,2,98,-1,1,2,0.87,-4
CCN(CC)CCCN(C(=O)c1ccco1)c1nc(-c2ccc(C)cc2)cs1,96,-3.5*,-9,-3,101,6,1.1,9,0.75,-9
CCOC(=O)c1oc2c(CN3CCCCC3C)c(O)ccc2c(=O)c1-c1ccc(OC)c(OC)c1 (configuration not stated),106,.,-4,0,100,-7,1,4,1.3,-5
COc1ccc(NC(=O)Cn2nc(Cc3cccnc3)c3ccccc3c2=O)cc1OC,101,.,-10,3,97,4,1,10,1.1,0
O=S(=O)(Nc1cccc(C(F)(F)F)c1)c1cnc[nH]1,98,.,-8,0,101,9,1,8,0.98,-3
Cc1cc(C)c2nc(NC(=O)c3cc(C)on3)sc2c1,70,1.7,-20,-3,103,40,1,19,1.6,1
Cn1c(=O)c2c(nc(N3CCOCC3)n2CCCNC2=NCCCCC2)n(C)c1=O,103,.,-4,5,95,4,1.1,4,1,-8
COc1ccc(C)cc1Nc1nc(-c2c[nH]c3ccccc23)cs1,111,0.069,-20,10,91,-16,1,20,1.2,-4
Cc1ccc(C)c(CSc2nc(-c3ccco3)nc3c2c(=O)n(C)c(=O)n3C)c1,.,.,-9,-8,106,.,1,9,1.1,0
C=CCn1c(=S)[nH]c2scc(-c3ccc(C)o3)c2c1=O,93,7.5*,-13,8,93,13,1.1,13,1.1,-7
O=C(O)C1=C[C@@H](C2CC2)C[C@@H](OCc2ccc(CO)cc2)O1,.,.,4,-4,105,.,1.1,-3,1.1,-11
CC(=O)Nc1cccc(NC(=O)CSc2nnc(Cc3cccn3C)n2CCc2ccccc2)c1,103,.,-15,3,97,2,1.1,15,0.94,-7
Cc1ccc(C(C(=O)NC2CCCCC2)N(C(=O)Cc2c[nH]c3ccccc23)c2ccccc2)o1 (configuration not stated),113,.,2,4,97,-10,1,-2,1,-1
CCOc1cccc(OCCOCCN(C)Cc2ccccc2)c1,106,.,2,0,100,0,1,-2,1.1,-5
COC(=O)N/N=C(\C)c1ccc(OC(F)F)cc1,107,-0.061,-18,-17,116,-9,0.8,18,1.3,18
Cn1c(C(=O)NCCCN2CCN(c3ccccc3F)CC2)cc2c(=O)[nH]c3ccccc3c21,97,.,13,3,97,9,1.1,-13,0.43,-12
COc1cc(OC)cc(C(=O)NCC(=O)OCC(=O)Nc2ncc(Cl)cc2Cl)c1,105,0.85,-6,6,93,1,1,6,1.1,3
O=C(CCCCn1c(=O)c2ccccc2n(CC(=O)NC2CCCC2)c1=O)NC1CCCC1,107,.,3,3,98,2,1.1,-3,1.1,-7
CC(=O)Nc1cccc(OCc2ccc(S(=O)(=O)Cc3ccccc3)cc2)c1,98,-0.031,-3,-20,118,11,0.9,3,1.5,5
COC(=O)c1cn(-c2ccccc2)nc1-c1cccnc1,86,.,4,4,97,23,1,-4,1.3,-4
Cc1ccc(NC(=O)c2c(C(F)(F)F)nn(C)c2SCc2cccc(C(F)(F)F)c2)cc1C,82,.,.,11,90,28,1.1,.,1.1,-8
O=C(NN=C1C2CC3CC1CC(Cl)(C3)C2)c1cccs1,97,0.13,-141,-31,128,5,1,141*,1.4,2
CCc1c(C)sc(NC(=O)OC)c1C(=O)N1CCOCC1,106,.,14,-3,104,-1,1,-14,1.4,-4
Cc1ccccc1NC(=O)Cn1cnc2c(oc3nc4c(cc32)COC(C)(C)C4)c1=O,81,0.15,-1,6,94,26,1,1,1.1,3

# Remaining list, next part:
SMILES,STAT3 activator,ROMK primary,APP 5UTR inh,STAT1 inh,STAT1 act,STAT3 blocker,FLuc act counter,APP 5'UTR act,NF-kB neuron act,FLuc inh counter
O=C(NCc1ccccc1)c1cc(=O)nc2sc(-c3ccccc3)nn12,100,.,-16,-3,103,4,1,16,0.89,-1
Clc1ccccc1CO/N=C1\CCCc2nonc21,96,-0.49,4,-9,108,3,1,-4,1.2,-3
Cc1cc(Nc2nnnn2-c2ccccc2)n(-c2ccccc2)n1,102,.,-16,19,83,2,1,16,0.99,3
O=C(Nc1cccn(Cc2c(F)cccc2Cl)c1=O)NC1CCCCC1,83,2.4,3,4,95,26,0.9,-3,1.4,8
COc1ccc(C(=O)CSc2nc3cccnc3n2C)cc1,77,.,7,-1,101,28,1.1,-7,1,-6
COc1cccc(C(=O)N/N=C2\SCC(=O)N2Cc2ccc3c(c2)OCO3)c1,96,.,4,1,99,8,1.1,-4,1.3,-8
CCOc1cc(/C=C2\SC(=S)N(Nc3ccccc3)C2=O)ccc1O,100,1.1,-32,9,92,8,0.9,32,1.9,9
O=C(CC1Nc2cccc3cccc(c23)NC1=O)Nc1ccc(F)cc1 (configuration not stated),124,0.2,9,10,91,-16,1.1,-9,0.93,-7
O=C(c1ccccc1Oc1ccccc1)N1CCN(c2ccccc2F)CC1,101,.,-8,1,99,1,1,8,0.97,-5
CCOC(=O)C(C(=O)OCC)N(C#N)c1nc(N(C)C)nc(N(C)C)n1,103,0.0074,0,9,92,0,1.1,0,1.3,-7
Cc1ccc(C(=O)Nc2ccccc2C(=O)O)cc1NC(=O)COc1c(C)cccc1C,98,.,8,6,92,9,0.9,-8,1,11
CCc1ccc2[nH]c(=O)c(CN(CCN(C)C)C(=O)Nc3ccccc3)cc2c1,103,.,-10,-1,101,-3,1,10,0.67,-4
COc1ccc(NCc2nnc(SCC(=O)NCc3ccccc3)n2-c2ccccc2OC)cc1,100,0.07,11,2,94,3,1.1,-11,1,-7
NC(=S)NNC(=O)c1ccccc1,96,.,-8,5,95,9,1.1,8,1.1,-10
O=C(CCc1ccccc1)Nc1ccc2c(c1)OCCO2,102,.,-132,-50,145*,1,0.7,132,4.5*,34
COc1ccc2[nH]c(C)c(C(=O)CN3CCc4cc(OC)c(OC)cc4C3)c2c1,101,-0.22,-16,-8,108,3,1,16,0.96,-4
